hiPSC survival – hiPSC single-cell survival enhancement | ATPlite luminescence; 100% = ROCK inhibitor wells, 0% = DMSO | survival enhancement, % at 20 µM | 360,000 tested, 0.044% active; in the data active means survival enhancement above about 18%;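 further: cells exposed to compounds for 16 hours before the ATP read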
PDI turbidity – PDI (human) enzyme inhibition. P07237. PDI insulin aggregation turbidity, A650, 90 min. inhibition, % at 10 µM. 350,000 tested, 0.052% active;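 active means mean inhibition across replicates of 30% or more, whatever share of single replicates reach that level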;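 further: absorbance from insulin aggregation driven by PDI reduction with DTT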
Target sequence (P07237 whole entry, looked up): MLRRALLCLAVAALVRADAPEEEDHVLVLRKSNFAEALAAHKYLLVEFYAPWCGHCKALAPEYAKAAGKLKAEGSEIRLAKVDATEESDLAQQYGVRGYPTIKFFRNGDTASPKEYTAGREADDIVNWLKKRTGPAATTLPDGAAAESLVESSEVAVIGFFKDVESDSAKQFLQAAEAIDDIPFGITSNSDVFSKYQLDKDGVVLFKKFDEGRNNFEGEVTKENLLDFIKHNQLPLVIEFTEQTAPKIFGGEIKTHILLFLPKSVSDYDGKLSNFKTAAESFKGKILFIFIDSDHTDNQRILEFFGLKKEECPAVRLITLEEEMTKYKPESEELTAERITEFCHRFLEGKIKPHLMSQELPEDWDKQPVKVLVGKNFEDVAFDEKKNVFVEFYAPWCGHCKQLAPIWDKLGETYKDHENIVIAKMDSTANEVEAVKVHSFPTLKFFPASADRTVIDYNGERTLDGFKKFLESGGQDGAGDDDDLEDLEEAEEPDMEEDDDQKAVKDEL
Vif inh – inhibitors of HIV Vif | HEK293T cells, Vif self-association by quenched fluorescence, imaging, 24 h | inhibition, % at 7.49 µM | 340,000 tested, 0.35% active | AID 602346; in the data active means inhibition above about 50%, passing the limit was not always enough; further: some results filed as inactive read as strong as hits
ABCB6 inh MLPCN – inhibitors of human ABC transporter ABCB6 | 360,000 tested, 0.19% active | AID 602162 | fluorescence ratio to DMSO, % at 10 µM | Q9NP58 | K562-ABCB6 porphyrin accumulation, flow cytometry, 1 h; stronger effect = lower value;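 active means fluorescence ratio to DMSO below 75%, the collection mean minus 3 SD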;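 further: signal is porphyrin accumulated inside mitochondria; 100% equals median channel fluorescence of DMSO control wells; lower ratio means ABCB6 inhibition with less porphyrin fluorescence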
H9c2 protect – modulators protecting cardiomyocytes from myocardial damage. H9c2 cardiomyocytes, H2O2 injury protection, ATPLite, 2 h. protection from H2O2 cell death, % at 20 µM. 360,000 tested, 0.63% active. AID 588492;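 active means compounds giving at least 50% protection of heart cells from peroxide-induced death in the single-dose screen, raw or plate-pattern-corrected value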;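 further: 0% = DMSO wells with peroxide and 100% = DMSO wells without peroxide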
N-glyco inh – blocks N-linked glycosylation in D54 reporter cells. D54 ERlucT glycosylation luciferase reporter, 24 h; percent of 100 nM tunicamycin response. reporter increase, % at 12.5 µM. 360,000 tested, 0.23% active. AID 588692;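 active means mean luciferase reporter signal, scaled so untreated is 0 and the glycosylation-blocking control 100, at or above a set limit in every replicate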;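 further: luciferase carries N-glycosylation sites so blocking glycosylation raises the light; 0% = median of neutral control wells and 100% = median of 100 nM tunicamycin wells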
aDG glyco up – increases alpha dystroglycan glycosylation; Pro5-aDG cells, alpha-DG glycosylation AlphaScreen (IIH6); 0% Pro5, 100% B10-LARGE cell signal; activation, % at 10 µM; 360,000 tested, 0.22% active;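 active means activation of at least 8% versus controls, or a plate z-score of at least 8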;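 further: Pro5 are CHO cells carrying HIG-tagged alpha-DG that lacks glycosylation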
HTR2A ag – activates the mouse 5-HT2A serotonin receptor | P35363 | CHO-K1 mHTR2A beta-arrestin complementation, luminescence; percent of 30 µM serotonin response | activation, % at 7.6 µM | 360,000 tested, 0.66% active;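 active means activation above a run cutoff, the mean activation of all tested compounds plus 3 SD, cut at about 14% in these data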;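 further: 0% = plate median of compound wells and 100% = 30 µM serotonin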
Target sequence (P35363 whole entry, looked up): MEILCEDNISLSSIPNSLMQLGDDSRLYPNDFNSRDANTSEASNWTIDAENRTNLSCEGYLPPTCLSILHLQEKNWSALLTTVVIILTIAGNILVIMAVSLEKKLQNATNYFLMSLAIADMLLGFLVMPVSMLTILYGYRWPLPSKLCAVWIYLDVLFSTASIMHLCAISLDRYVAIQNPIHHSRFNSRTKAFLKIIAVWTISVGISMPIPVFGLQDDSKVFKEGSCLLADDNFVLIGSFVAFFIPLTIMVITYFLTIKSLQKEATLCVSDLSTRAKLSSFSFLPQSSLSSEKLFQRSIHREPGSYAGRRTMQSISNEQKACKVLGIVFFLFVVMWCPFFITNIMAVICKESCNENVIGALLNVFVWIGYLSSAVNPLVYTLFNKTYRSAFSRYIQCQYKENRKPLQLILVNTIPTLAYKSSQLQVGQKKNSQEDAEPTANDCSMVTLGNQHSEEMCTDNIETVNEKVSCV
CaV13 FRET inh – Primary screen for inhibitors of IQ motif and Ca2+-dependent inactivation inhibitor domain binding in CACNA1D, Förster resonance energy transfer in living cells, …; HEK cells, CFP/YFP FRET ICDI-IQ, plate reader, 10 min; percent FRET-ratio fall versus neutral wells; inhibition, % at 12.3 µM; 340,000 tested, 0.098% active;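 active means mean replicate inhibition of at least 30% and at least 1% of replicates passing that level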;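 further: 0% = median of the neutral control wells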
Exocytosis inh – blocks lytic granule exocytosis. TALL-104 LAMP-1 surface exposure, flow cytometry; cells stimulated with thapsigargin and PMA. inhibition, % at 10 µM. 360,000 tested, 0.66% active. AID 651702;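 active means inhibition above about 55%, limit read from the data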
* hit, by the source's call; x = no result given.

SMILES	hiPSC survival	PDI turbidity	Vif inh	ABCB6 inh MLPCN	H9c2 protect	N-glyco inh	aDG glyco up	HTR2A ag	CaV13 FRET inh	Exocytosis inh
CCN1CCN(Cc2nnc(-c3ccccc3)o2)CC1	-0.1	-5	13	96	0	-3	0.1	4	-22	-10
COC(=O)[C@H]1C[C@@H]1[C@H](NC(=O)c1cnccn1)c1ccccc1	2.9	-6	1	106	5	0	-0.1	2	-11	-4
CCCCNc1c(-c2ccc(OC)c(Sc3ccc(OC)cc3)c2)nc2ccc(Cl)cn12	-1.5	2	0	91	-1	-7	-0.1	4	-14	26
O=[N+]([O-])c1ccc2[nH]c3c(c2c1)CCCC3	6.2	0	-4	99	-13	-11	0.8	-4	4	2
C=CCn1c(SCc2csc(C)n2)nc2sc3c(c2c1=O)CCCC3	-3.5	-1	-14	85	-17	-12	0.9	-5	-1	2
O=C(c1ccccc1Cl)N1CCN(S(=O)(=O)c2cccs2)CC1	0.4	0	-1	95	6	1	-0.4	4	x	40
C=CCNc1nc(C(=O)OCC(=O)c2ccc(C)c([N+](=O)[O-])c2)cs1	-0.4	-2	x	101	5	x	0.6	-2	x	-2
CCOc1ccc(C(=O)NC2CCN(C(=S)NCc3ccco3)CC2)cc1	-0.6	-3	0	102	3	4	-0.1	-3	x	0
c1cc2nnnn2nc1N1CCCCC1	6.2	-2	-3	94	0	2	-0.3	-3	-9	0
COc1cc(NC(=O)COC(=O)Cc2ccsc2)cc(OC)c1	-4.1	5	32	100	3	0	0.3	2	-5	-8
Cc1ccc(CNC(=O)c2ccc(N3CCC4(CC3)CC(c3cccc(Br)c3)=NO4)c(NC(=O)c3ccc(Br)cc3)c2)cc1	-4.1	-6	-1	100	-5	-3	-0.1	6	-10	-4
CCOc1ccc2ccccc2c1/C=N\NC(=O)c1ccc([N+](=O)[O-])cc1	-0.7	23	19	107	1	0	0.0	-4	-3	-17
O=C(Cc1cccs1)N/N=C/C(Cl)=C/c1ccccc1	0.7	-9	-6	97	-4	1	1.6	-6	-5	-3
COC(=O)c1ccc(CN2CCN(C3CCCC3)C(CCO)C2)cc1 (centres undefined)	-0.7	-1	13	101	4	0	-0.3	-2	-3	-2
Cc1ccc(S(=O)(=O)N2CCCC(C(=O)NCC(C)C)C2)cc1 (centres undefined)	-0.2	-6	-10	92	-2	1	0.1	-2	1	4
COc1ccc(OC)c(-n2c(-c3cccc(S(=O)(=O)N(C)C)c3)n[nH]c2=S)c1	0.5	4	x	98	-3	5	0.2	0	-3	5
CCc1ccc(-c2nc(CSCC(=O)NC3CC3)c(C)o2)cc1	0.0	-3	-9	99	-7	1	-0.1	0	-2	-2
CSCCC(=O)N1CC[C@@H](N2CCN(c3ccccc3F)CC2)[C@H](O)C1	0.4	3	-3	104	3	0	0.0	15*	-3	1
CC(C=NNC(=O)C(=O)NN=CC(C)=Cc1ccccc1)=Cc1ccccc1	-2.8	-7	29	93	-6	-3	0.2	1	x	-7
Cc1ccc(NC(=O)CN2C(=O)/C(=C\c3cccs3)SC2=S)cc1	-0.1	-14	-3	96	6	1	-0.2	1	-3	-4
COc1cccc(CC2(CO)CCCN(Cc3c(C)cc(C)cc3-n3cccn3)C2)c1 (centres undefined)	-1.9	16	x	103	-5	-4	0.6	-3	2	24
COCCNc1ccc(N2C(=O)C3CCCCC3C2=O)cc1[N+](=O)[O-] (centres undefined)	-0.5	6	3	99	4	1	-0.1	3	-4	6
CCCCOC(=O)C1[C@H]2C(=O)N(Cc3cccs3)C[C@]23C=C[C@H]1O3 (some centres undefined)	2.3	-2	x	96	-3	2	0.0	-3	-8	-3
O=C(CSc1ccc(-c2ccco2)nn1)NC1CCCC1	-0.5	2	-9	105	-2	-2	-0.1	1	-2	0
Cc1ccc(C(C)NC(=O)C2CCCC2)c(C)c1 (centres undefined)	-0.3	-2	1	100	-1	0	0.0	4	0	-1

(further entries)
SMILES	hiPSC survival	PDI turbidity	Vif inh	ABCB6 inh MLPCN	H9c2 protect	N-glyco inh	aDG glyco up	HTR2A ag	CaV13 FRET inh	Exocytosis inh
COc1ccc(NC(=O)/C(=C\c2ccccc2)NC(=O)c2ccco2)cc1	1.3	-1	5	93	0	-2	-0.2	-5	-4	0
CCC(CC)C(C(=O)NCc1ccccc1)N1CCN(C(=O)C2CCCO2)CC1 (centres undefined)	x	x	x	x	x	x	0.1	-2	-7	-4
CC(O)(c1ccccc1)c1nc(/C=C/c2ccccc2)cs1 (centres undefined)	-2.5	-1	-16	91	-7	2	0.0	-3	-4	-2
CC(C)n1c(C(=O)OCC(=O)NCc2ccc3c(c2)OCO3)cc2occc21	0.4	3	-1	99	15	6	0.0	4	-9	2
COCCCNC(=O)CN(c1ccc(Cl)c(Cl)c1)S(C)(=O)=O	0.1	1	-2	100	5	1	0.0	1	-7	-1
CCc1nnc(NC(=O)C2CC(=O)N(c3ccc4c(c3)OCCO4)C2)s1 (centres undefined)	-0.7	4	16	96	7	2	0.0	0	x	2
Cc1cc(C)cc(N(C(=O)c2csnn2)C(C(=O)NC(C)(C)C)c2ccccn2)c1 (centres undefined)	-1.2	-8	-1	99	6	1	0.0	4	-7	-1
CCOc1ccc(N(CC(=O)NC2CCCC2)S(=O)(=O)c2c(C)[nH]c(=O)[nH]c2=O)cc1	-0.6	1	x	98	11	2	-0.1	-3	-9	4
CCOc1ccc2c(c1)/C(=C(\C(Cl)=C(Cl)Cl)[N+](=O)[O-])N2	-0.7	-9	-4	148	5	1	-0.4	1	-18	-4
CC(C)=NOC(=O)c1ccc(-c2ccccc2)cc1	-0.5	1	-2	101	-8	-1	-0.5	6	-4	-5
O=C(CSc1nc2ccccc2s1)Nc1cc(S(=O)(=O)N2CCOCC2)ccc1Cl	2.6	-23	-1	99	-1	0	-0.2	1	-19	-2
Cc1ccc(-n2[nH]c(C)c(C=Nc3ccc(Br)cn3)c2=O)cc1	-0.7	-4	8	99	-15	1	0.3	2	-3	-3
COc1ccc(CNc2ccc(N3CCOCC3)cc2)cc1	-0.7	-2	12	98	-3	5	-0.1	6	-7	2
COc1ccc(CCN(Cc2ccccn2)C(=S)Nc2ccccc2F)cc1OC	-0.7	-2	-7	105	-2	-1	0.0	-2	-4	0
O=C(NCc1ccccc1)C(c1ccc(-c2ccccc2)cc1)N1CCN(CCN2CCOCC2)CC1 (centres undefined)	x	x	x	x	x	x	0.0	-4	-3	1
COc1ccc(OCC(=O)NNC(=O)c2ccccn2)cc1	-0.2	13	-3	94	10	0	0.0	-5	x	1
O=C(CCNS(=O)(=O)c1ccccc1F)N1CCN(Cc2ccccc2)CC1	0.2	5	23	104	-4	-2	0.1	6	-7	-1
CCc1ccc(CN(C)Cc2c(C(=O)N3CCOCC3)nc3c(C)cccn23)nc1	0.5	5	-3	263	0	3	-0.1	0	-14	-8
Cc1ccc(C(=O)OCC(=O)NC2CCCC(C)C2C)cc1S(=O)(=O)N1CCCCC1 (centres undefined)	0.0	-7	-3	97	-13	-1	0.6	-1	-2	2
COc1cccc(N2C(=O)CC(Sc3nc(C)cc(C)n3)C2=O)c1 (centres undefined)	-0.3	10	-3	98	4	3	-0.2	4	-6	-13
N#Cc1ccccc1NC(=O)COC(=O)c1ccc2c(c1)OCO2	-0.2	3	-4	96	1	-3	0.0	5	-2	5
NC(=S)NNc1cccc2cccnc12	-0.7	-2	-6	84	31	8	4.1	3	-10	2
CSc1cccc(NC(N)=S)c1	0.0	5	-2	95	0	0	0.2	9	-19	7
CCc1nn(C(C)C(=O)NCc2cccc(OC)c2)c(=O)c2cc3occc3n12 (centres undefined)	-0.4	2	4	108	-2	2	0.3	0	-4	6
COc1ccc(NC(=O)C2(C)CCN2C(=O)Cc2ccc(Cl)cc2Cl)cc1OC (centres undefined)	-0.4	-7	3	98	-3	1	0.5	-5	-5	-3

Sorted by formula weight (descending): 5 of the compounds above
SMILES	hiPSC survival	PDI turbidity	Vif inh	ABCB6 inh MLPCN	H9c2 protect	N-glyco inh	aDG glyco up	HTR2A ag	CaV13 FRET inh	Exocytosis inh
Cc1cc(C)cc(N(C(=O)c2csnn2)C(C(=O)NC(C)(C)C)c2ccccn2)c1 (centres undefined)	-1.2	-8	-1	99	6	1	0.0	4	-7	-1
O=C(CCNS(=O)(=O)c1ccccc1F)N1CCN(Cc2ccccc2)CC1	0.2	5	23	104	-4	-2	0.1	6	-7	-1
CCc1nn(C(C)C(=O)NCc2cccc(OC)c2)c(=O)c2cc3occc3n12 (centres undefined)	-0.4	2	4	108	-2	2	0.3	0	-4	6
CC(O)(c1ccccc1)c1nc(/C=C/c2ccccc2)cs1 (centres undefined)	-2.5	-1	-16	91	-7	2	0.0	-3	-4	-2
COc1ccc(CNc2ccc(N3CCOCC3)cc2)cc1	-0.7	-2	12	98	-3	5	-0.1	6	-7	2

Next results
SMILES	hiPSC survival	PDI turbidity	Vif inh	ABCB6 inh MLPCN	H9c2 protect	N-glyco inh	aDG glyco up	HTR2A ag	CaV13 FRET inh	Exocytosis inh
Cn1c(=O)c2cc(NC(=O)NCc3ccc(F)cc3)ccc2n1C	-2.7	4	3	101	1	3	-0.2	1	-4	-10
O=C(CCN1CCc2ccccc2CC1)c1ccc2c(c1)OCCO2	-3.9	-2	6	100	-15	2	0.6	-2	-4	101*
CCCNCc1cc(OCC)c(OCC(N)=O)cc1Br	6.4	3	12	97	15	-2	-0.1	0	-5	-1
CCOc1ccc(NC(=O)c2ccc(F)c(S(=O)(=O)N3CCN(c4ccccn4)CC3)c2)cc1	-2.6	2	-9	90	-19	-5	5.0*	-4	-5	3
O=C(NC(c1ccc(Cl)cc1)c1cnccn1)C1CCN(CCOc2ccc(F)cc2)CC1 (centres undefined)	1.7	-4	5	100	6	-2	0.1	-5	-6	7
O=C(Nc1ccc(Br)cc1F)c1ccncc1	1.0	12	6	108	0	1	1.7	-3	x	2

In the list so far, six have a thiophene ring, fused or not:
SMILES	hiPSC survival	PDI turbidity	Vif inh	ABCB6 inh MLPCN	H9c2 protect	N-glyco inh	aDG glyco up	HTR2A ag	CaV13 FRET inh	Exocytosis inh
C=CCn1c(SCc2csc(C)n2)nc2sc3c(c2c1=O)CCCC3	-3.5	-1	-14	85	-17	-12	0.9	-5	-1	2
O=C(c1ccccc1Cl)N1CCN(S(=O)(=O)c2cccs2)CC1	0.4	0	-1	95	6	1	-0.4	4	x	40
COc1cc(NC(=O)COC(=O)Cc2ccsc2)cc(OC)c1	-4.1	5	32	100	3	0	0.3	2	-5	-8
O=C(Cc1cccs1)N/N=C/C(Cl)=C/c1ccccc1	0.7	-9	-6	97	-4	1	1.6	-6	-5	-3
Cc1ccc(NC(=O)CN2C(=O)/C(=C\c3cccs3)SC2=S)cc1	-0.1	-14	-3	96	6	1	-0.2	1	-3	-4
CCCCOC(=O)C1[C@H]2C(=O)N(Cc3cccs3)C[C@]23C=C[C@H]1O3 (some centres undefined)	2.3	-2	x	96	-3	2	0.0	-3	-8	-3

Screening results: PubChem, several laboratories
